# PrPC TRFRET = inhibitors of human cell surface prion protein PrPC; inhibition, % at 13.8 µM; TR-FRET read-out; actives 0.43% (n = 370,000); AID 720596; in the data active = inhibition above about 24%; also: 0% = median of the test wells and 100% = reference compound wells
# Mtb FBA inh = inhibitors of M. tuberculosis fructose-bisphosphate aldolase; P9WQA3; purified M. tuberculosis FBA, fluorescence read-out; inhibition, % at 1 µM; actives 2.3% (n = 360,000); AID 588726; in the data active = inhibition above about 27%;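 also: 0% = vehicle and 100% = reference inhibitor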
# Target sequence (P9WQA3 whole entry, looked up): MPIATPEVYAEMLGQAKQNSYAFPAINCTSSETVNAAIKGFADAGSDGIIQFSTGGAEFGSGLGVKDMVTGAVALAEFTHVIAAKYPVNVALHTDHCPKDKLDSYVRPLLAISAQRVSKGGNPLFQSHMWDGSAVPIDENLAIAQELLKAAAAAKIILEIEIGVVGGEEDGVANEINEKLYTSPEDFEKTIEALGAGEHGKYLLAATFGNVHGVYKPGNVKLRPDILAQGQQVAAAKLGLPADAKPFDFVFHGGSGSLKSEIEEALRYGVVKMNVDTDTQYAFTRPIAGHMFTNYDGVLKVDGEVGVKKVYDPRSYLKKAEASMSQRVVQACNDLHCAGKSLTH
# Mtb UGM inh = Mtb UDP-galactopyranose mutase inhibition; P9WIQ1; purified UGM, fluorescence polarization probe displacement; inhibition, % at 10 µM; actives 0.06% (n = 320,000); AID 504406; in the data active = inhibition above about 10%, passing the limit was not always enough; inconclusive = no clear call, values can overlap the other calls
# Target sequence (P9WIQ1 whole entry, looked up): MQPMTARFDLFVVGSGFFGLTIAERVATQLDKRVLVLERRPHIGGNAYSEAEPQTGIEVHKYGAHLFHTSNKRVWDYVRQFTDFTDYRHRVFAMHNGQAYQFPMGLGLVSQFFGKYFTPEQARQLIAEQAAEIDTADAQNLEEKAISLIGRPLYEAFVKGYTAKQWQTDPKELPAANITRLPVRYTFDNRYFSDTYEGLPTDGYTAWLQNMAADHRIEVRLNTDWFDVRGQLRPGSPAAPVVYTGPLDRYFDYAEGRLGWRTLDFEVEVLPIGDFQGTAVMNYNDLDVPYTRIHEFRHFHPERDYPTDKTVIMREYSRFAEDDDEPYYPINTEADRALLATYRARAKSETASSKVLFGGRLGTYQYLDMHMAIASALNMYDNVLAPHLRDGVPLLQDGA
# FadD28 binding = M. tuberculosis FadD28 bisubstrate binding inhibition; FadD28 bisubstrate probe binding, fluorescence polarization; inhibition, % at 12.5 µM; actives 0.22% (n = 360,000); AID 588549; in the data active = inhibition above about 8.5%, passing the limit was not always enough; inconclusive = no clear call, values can overlap the other calls
# BoNT-F LC inh = BoNT F light chain protease inhibition; actives 0.22% (n = 360,000); inhibition, % at 10 µM; Multiplex microsphere protease cleavage assay, flow cytometry; in the data active = inhibition above about 35%, passing the limit was not always enough; inconclusive = no clear call, values can overlap the other calls; also: plate controls were buffer without enzyme for full effect and enzyme alone for no effect
# GDH-TPI counter = inhibits GDH-TPI coupling enzymes, artifact for Mtb FBA screen; GDH-TPI coupled enzyme counterscreen, NADH absorbance; inhibition, % at 4.8 µM; actives 1.2% (n = 360,000); AID 588335;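 also: 0% = DMSO wells and 100% = wells lacking the enzyme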
# BoNT A protease = blocks Botulinum neurotoxin A light chain protease | multiplex microsphere protease substrate cleavage, flow cytometry | inhibition, % at 10 µM | actives 0.17% (n = 360,000) | AID 588499; in the data active = inhibition above about 30%; inconclusive = no clear call, values can overlap the other calls; also: plate controls were buffer without enzyme for full effect and enzyme alone for no effect
# CCHF vOTU inh = blocks the CCHF virus ovarian tumor domain protease; actives 0.55% (n = 370,000); inhibition, % at 11.5 µM; CCHFV vOTU protease, Pep-AMC fluorescence; also: 0% = vehicle wells with enzyme and 100% = no enzyme wells
# BioA inh = BioA (M. tuberculosis) enzyme inhibition. purified M. tuberculosis BioA enzyme, plate reader. actives 0.096% (n = 360,000). AID 602481. inhibition, % at 9.99 µM; in the data active = inhibition above about 40%; inconclusive = no clear call, values can overlap the other calls
# * marks the source's active call; other numbers are inactive results; u = inconclusive; x = not tested or not shown. Rule as the data show it, unless noted: active = inhibition above about 30%; inactive = the rest.
canonical_smiles	PrPC TRFRET	Mtb FBA inh	Mtb UGM inh	FadD28 binding	BoNT-F LC inh	GDH-TPI counter	BoNT A protease	CCHF vOTU inh	BioA inh
COC(=O)CNC(=O)COC(=O)c1cc(Cl)cc(Cl)c1N	-5	110*	0.1	-1.3	14	-3	0.4	-218	x
CN(Cc1ccc(Cl)c(Cl)c1)C(=O)C1CSC2(C)CCC(=O)N12 (configuration not stated)	5	0	0.3	-2.6	5	16	1.6	-5	1.3
O=C(NCc1cccnc1)C(=O)NCC1OCCCN1S(=O)(=O)c1ccc(F)cc1 (configuration not stated)	-3	1	-1.2	-0.3	13	8	2.5	4	-0.3
Cc1ccccc1CN(c1ccc(C(N)=O)cc1)S(C)(=O)=O	-2	-4	1.1	-1.2	-2	21	-0.1	0	0.1
NS(=O)(=O)c1ccc(CCNC(=O)C2CCCN(S(=O)(=O)c3cccnc3)C2)cc1 (configuration not stated)	-3	-2	-0.9	-4.5	-5	4	0.3	4	-1.7
CSC(SC)=C(C(C)=O)C(=O)c1ccc(C)cc1	5	3	2.1	-1.6	16	21	3.4	-1	x
CC(C)c1ccc(OCC(=O)Nc2c3c(nn2C(C)(C)C)CS(=O)(=O)C3)cc1	-10	3	-0.6	-0.6	u	-5	u	6	1.2
CCOc1cc(NS(=O)(=O)c2ccc(OC)cc2)c(OCC)cc1NC(C)=O	-3	1	-1.9	1.3	-4	9	1.0	-16	x
Cc1ccc(S(=O)(=O)N[C@H](C(=O)NC2CCC(C)CC2)C(C)C)cc1 (some centres not stated)	0	-1	3.6	-4.3	-4	-1	-0.1	-6	1.4
O=C(NCc1ccc2c(c1)OCO2)c1ccc(COc2cccc(Cl)c2)o1	7	-1	-0.8	-3.4	-10	2	-0.9	14	-1.3
CC(C)(C)c1ccc(S(=O)(=O)Nc2noc3ccccc23)cc1	0	-3	1.2	-2.5	17	-14	-1.1	14	-0.3
CCOC(=O)N1C(=O)[C@](c2ccc(Cl)cc2)(C(C)C)N1C(=O)OCC	-1	-1	-1.3	-18	-4	4	0.0	4	-0.5
CC(=O)C1=C(C)NC(SCC(=O)c2cc(Cl)ccc2Cl)=C(C#N)C1c1ccco1 (configuration not stated)	-5	1	-0.4	-3.8	14	8	15	11	x
Cc1cccc(NC(=O)c2nc[nH]c2C(=O)NCCN(CCNC(=O)c2[nH]cnc2C(=O)Nc2cccc(C)c2)CCNC(=O)c2[nH]cnc2C(=O)Nc2cccc(C)c2)c1	1	1	-2.7	-1.5	-9	12	-0.2	2	-0.8
NS(=O)(=O)c1ccc(NC(=S)NCCc2ccccc2)cc1	-1	6	-0.6	1.4	-8	0	-1.5	-16	x
O=C(N/N=C/c1ccccn1)c1cc(-c2cccc3ccccc23)n[nH]1	-11	4	0.1	-5.4	-8	-5	-1.9	-1	x
O=C(CSCc1ccc([N+](=O)[O-])cc1)N/N=C/c1cccnc1	-15	4	-1.5	-1.0	-4	-1	-0.9	-1	9.3
Cc1cc(O)c(C(C)C)cc1NC(=O)Nc1ccc([N+](=O)[O-])cc1	3	-1	x	-1.4	4	28	0.0	-2	x
Cc1nc2ccc(S(=O)(=O)N(C)CC(=O)NC(C)c3ccccc3)cc2s1 (configuration not stated)	4	2	0.7	-0.4	-9	15	-1.8	10	-2.8
Cc1ccc(-c2nc(CS(=O)CC(=O)NCc3ccco3)c(C)o2)cc1 (configuration not stated)	-6	3	-0.7	-0.1	-6	0	-0.7	-10	0.1
COc1cc(SC)ccc1C(=O)N1CCN(c2ccc(O)cc2)CC1	7	4	-3.3	-0.7	0	-3	0.1	7	0.2
Cn1c(CCC(=O)OCC(=O)NCC(F)(F)F)nc(=O)c2ccccc21	-8	2	1.3	-1.8	-5	4	-0.6	-7	x
O=S(=O)(c1ccc(Cl)cc1)N1CCSC1c1ccco1 (configuration not stated)	3	2	-0.5	-3.8	-3	3	0.2	-10	-0.3
COc1ccc(C(=O)N2CCCC(Nc3ccc(C)c(C)c3)C2)cc1 (configuration not stated)	6	0	0.1	-0.4	3	-10	0.6	15	0.1
CC1=C(C(=O)N2CCOCC2)CC(CC(=O)NCC2CCCCC2)C(=O)N1CCCN1CCCC1=O (configuration not stated)	-7	-1	x	-5.0	3	-12	0.0	10	-1.6
CC(CN1C(C)CCCC1C)OC(=O)c1ccc(F)cc1 (configuration not stated)	5	2	-1.5	-0.2	-5	5	2.3	10	-0.1
CCCCN(C(=O)c1ccc([N+](=O)[O-])s1)c1c(N)n(CC(C)C)c(=O)[nH]c1=O	-44	-2	0.6	0.9	u	2	u	2	x
CC1(C(=O)NS(=O)(=O)c2cccc(Cl)c2)CCN1C(=O)C/C=C/c1ccccc1 (configuration not stated)	-3	4	x	-0.8	-6	5	0.1	8	-1.4
CCN(CC)c1ccc(N=Cc2cc(Br)ccc2O)cc1	-5	-4	-1.6	0.5	-13	11	15	17	x
O=C(COc1ccccc1F)N/N=C1\CCCc2ccccc21	8	0	1.1	-3.0	-3	0	-0.3	7	x
C=CCn1c(COc2ccccc2F)nnc1SCC(=O)Nc1cc2oc3ccccc3c2cc1OC	3	2	0.5	-1.9	-5	12	-0.5	1	x
COc1cc(NC(=O)CSc2nc3ccccc3cc2C)c(C(=O)O)cc1OC	10	9	u	-2.6	0	14	0.7	8	x
CCOC(=O)c1c(CSc2ccccc2)oc2ccc(O)cc12	10	-6	-1.3	-7.0	0	-12	0.5	18	x
O=C(CSc1nc2ccccc2c(=O)n1-c1ccc(F)cc1F)Nc1ccc(N2CCOCC2)cc1	4	4	-0.9	-0.9	-8	0	-0.8	-3	0.6
C=CCn1cc(C(=O)NCCN(CC)CC)c(=O)c2cc(S(=O)(=O)N3CCCCCC3)ccc21	-5	-3	-0.7	-3.2	6	2	1.2	10	4.2
CCOC(=O)c1c(NC(=O)C2=COCCO2)sc2c1CCN(C(=O)OC)C2	0	-1	1.1	-3.8	x	4	x	-8	-1.4

# Four entries already listed, ordered by heavy-atom count, smallest number first:
canonical_smiles	PrPC TRFRET	Mtb FBA inh	Mtb UGM inh	FadD28 binding	BoNT-F LC inh	GDH-TPI counter	BoNT A protease	CCHF vOTU inh	BioA inh
CCOC(=O)c1c(CSc2ccccc2)oc2ccc(O)cc12	10	-6	-1.3	-7.0	0	-12	0.5	18	x
CCOC(=O)c1c(NC(=O)C2=COCCO2)sc2c1CCN(C(=O)OC)C2	0	-1	1.1	-3.8	x	4	x	-8	-1.4
CC1(C(=O)NS(=O)(=O)c2cccc(Cl)c2)CCN1C(=O)C/C=C/c1ccccc1 (configuration not stated)	-3	4	x	-0.8	-6	5	0.1	8	-1.4
CC1=C(C(=O)N2CCOCC2)CC(CC(=O)NCC2CCCCC2)C(=O)N1CCCN1CCCC1=O (configuration not stated)	-7	-1	x	-5.0	3	-12	0.0	10	-1.6

# Later entries.
canonical_smiles	PrPC TRFRET	Mtb FBA inh	Mtb UGM inh	FadD28 binding	BoNT-F LC inh	GDH-TPI counter	BoNT A protease	CCHF vOTU inh	BioA inh
O=C1c2oc3ccc(Cl)cc3c(=O)c2C(c2ccco2)N1CCN1CCOCC1 (configuration not stated)	9	9	0.6	-1.4	-9	1	0.0	5	24
O=C(c1ccc(Cl)c(S(=O)(=O)N2CCCC2)c1)N1CCN(c2ncccn2)CC1	-3	2	-1.4	-0.4	-2	-4	0.0	-1	x
O=C(NC1CC1)C1CCN(C2CCN(C(=O)Cc3ccc(F)cc3)CC2)CC1	-4	2	-0.8	0.1	-3	14	0.6	-9	-2.5
COc1cc(SC)ccc1C(=O)OCC(=O)N1CCCC1	-1	0	-4.6	-3.8	-8	3	-1.7	10	0.6
CN(CC(=O)Nc1ccccc1C(F)(F)F)C(=O)C1=COCCO1	0	-3	0.9	-1.7	-12	6	-0.6	5	-1.0
O=C(COC(=O)CCc1nc2ccccc2c(=O)[nH]1)NC1CCS(=O)(=O)C1 (configuration not stated)	7	9	2.6	0.1	0	0	-0.5	9	x
Brc1cc2c(cc1-c1nc3ccccc3s1)OCO2	18	11	2.2	0.4	-6	7	2.4	16	-2.6
Cc1cccc(NC(=O)NCCN2CCN(c3ccccc3)CC2)c1C	-5	-2	-1.5	-0.5	8	-5	-2.4	-13	-2.0
CCn1cc(C(=S)N2CCC(C(N)=O)CC2)c2ccccc21	-18	2	-1.5	-0.3	-5	1	0.0	22	-0.3
CCCOc1ccc(/C(O)=C2/C(=O)C(=O)N(CCN3CCOCC3)C2c2ccccc2)cc1 (configuration not stated)	0	-5	x	-4.4	1	-1	-0.2	1	x
CCN=C1SC(C(N)=O)CC(=O)N1CC (configuration not stated)	-4	1	-0.5	-0.7	0	-7	-0.9	-8	1.0
CCn1c(=NC(=O)C2COc3ccccc3O2)sc2c(OC)ccc(OC)c21 (configuration not stated)	-3	0	-0.6	-1.6	-1	-6	-0.8	-11	-1.5
C1CCN(c2nc3nonc3nc2N2CCCCC2)CC1	x	0	0.1	0.2	-4	27	-2.8	x	x
CCN1C(=O)N[C@@H](c2ccccc2)[C@@H](C(=O)OC)[C@H]1C	2	-1	-0.2	-0.6	8	6	0.1	-11	0.1
O=S1(=O)C=CC(c2ccccc2)C1 (configuration not stated)	3	2	-0.7	-3.7	u	5	-0.4	-5	1.5
CC(C)(O)C#Cc1ccc(CN2CCN(C3CCCCC3)C(CCO)C2)s1 (configuration not stated)	1	2	-1.2	-2.2	-5	1	-0.3	7	-0.2
O=C(c1cccs1)N1CCN=C1SCc1cccc(F)c1	3	-2	0.1	2.5	3	4	-0.4	-9	-0.3
O=C(CSCSCC(=O)NCC1CCCO1)NCC1CCCO1 (configuration not stated)	-1	2	0.8	-0.4	-15	14	-1.9	6	-2.2
Cc1ccc2c(c1)C(=O)C(=O)N2c1ccc(C(F)(F)F)cc1	-4	2	-1.9	-4.1	-5	-11	0.1	30*	0.9
COC(=O)c1ccc(COc2cc(O)c3c(c2)OC(C)(C)CC3=O)cc1	-7	0	1.9	0.9	5	9	-0.3	-2	-1.6
CC1CC(C)CN(C(=O)Cn2c(=O)n(CCCCC(=O)NC3CCCC3)c(=O)c3ccccc32)C1 (configuration not stated)	6	1	-1.7	0.6	37*	7	0.1	-2	-2.7
CCN(CC)c1ccc(C(=O)NNC(=O)Cn2c(=O)cnc3ccccc32)cc1	-1	0	x	-0.3	1	26	0.0	17	-1.7
COC(=O)CSc1nc2c(c(C3CC=CCC3)c1C#N)CCC2 (configuration not stated)	-3	0	2.3	-0.1	-9	-4	2.1	-5	-1.2
CC(C(=O)Nc1ccc2c(c1)OCCO2)c1ccc([N+](=O)[O-])cc1 (configuration not stated)	-15	0	-0.3	0.4	-7	2	-0.8	-3	x
COc1ccc(NC(=O)/C(C#N)=C/c2ccc(OCCN3CCOCC3)c(OC)c2)c(OC)c1	x	3	-1.9	0.3	1	1	-0.1	x	0.4
COc1cc(-c2nc(CN3CCN(C(=O)c4ccco4)CC3)c(C)o2)ccc1F	1	1	-0.2	0.7	4	2	0.4	-8	3.1
CCCN1Cc2cccc(C(=O)Nc3ccc4c(c3)OCO4)c2C1=O	1	3	-1.9	-1.4	-6	16	-0.2	-8	0.7
COC(=O)c1ccccc1NC(=O)Oc1ccc(C(C)C)cc1	x	8	1.1	-3.3	-4	5	-0.9	x	-2.0
Cc1ccccc1NC(=O)c1nc2nccc(C)n2n1	x	3	4.0	-3.3	0	2	0.3	x	x
O=C(NC1=NCCS1)C1Cc2ccccc2CN1C(=O)c1ccccc1 (configuration not stated)	-1	0	4.1	-0.6	3	4	-0.4	16	-2.1
Cc1ccc(N(CC(=O)Nc2c(C)n(C)n(-c3ccccc3)c2=O)S(C)(=O)=O)cc1C	-2	-1	1.2	-0.7	-84	-1	-5.8	7	-2.5
COc1ccccc1/C=C(/C(=O)NCCCn1ccnc1)c1ccccc1	-12	-1	-2.1	-0.8	-3	2	-1.8	-7	-2.1
Oc1ccc(/C=N/Nc2ccc(C(F)(F)F)cn2)cc1	14	-2	0.6	0.9	-9	19	-1.3	13	x
